Screening results from PubChem BioAssay.
M1 ag parental: nonselective activator or artifact in parental CHO-K1 cells; Fluo-8 calcium fluorescence; scaled to maximal ATP response, vehicle zero; activation, % at 3 µM; hit rate 0.48% among 360,000; in the data active means activation above about 15%;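 further: untransfected CHO-K1 host cells lacking M1 receptor as counterscreen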
M1 ag: activates human CHRM1 receptor; activation, % at 3 µM; CHO-K1 hM1, Fluo-8 calcium fluorescence, agonist mode; 0% DMSO, 100% acetylcholine EC100; hit rate 0.33% among 360,000;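 active means activation above the run's mean compound activation plus 3 SD, cut at about 16% in these data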;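 further: peak over basal fluorescence ratio within a 140 s kinetic read after compound addition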
Target sequence (P11229 whole entry, looked up): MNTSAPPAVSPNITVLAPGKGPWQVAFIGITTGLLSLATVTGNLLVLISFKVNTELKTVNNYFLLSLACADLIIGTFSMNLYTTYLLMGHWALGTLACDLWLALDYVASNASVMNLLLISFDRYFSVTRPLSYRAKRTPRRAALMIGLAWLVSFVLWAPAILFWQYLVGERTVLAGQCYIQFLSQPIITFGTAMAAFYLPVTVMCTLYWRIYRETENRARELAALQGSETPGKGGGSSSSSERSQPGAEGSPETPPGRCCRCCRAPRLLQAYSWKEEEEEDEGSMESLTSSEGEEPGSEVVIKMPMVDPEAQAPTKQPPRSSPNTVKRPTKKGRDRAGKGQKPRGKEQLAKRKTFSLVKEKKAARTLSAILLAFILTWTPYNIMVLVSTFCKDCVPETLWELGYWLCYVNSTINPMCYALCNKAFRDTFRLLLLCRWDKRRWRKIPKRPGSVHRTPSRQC
OXTR potentiate: human OXTR potentiation. P30559. hit rate 0.061% among 320,000. AID 2445. activation, % at 3 µM. CHO-OTR cells, Fluo-8 calcium fluorescence, potentiator mode; 0% = oxytocin EC15, 100% = EC100;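 active means activation above that plate's cutoff, the mean activation of tested compounds plus 3 SD, cut at about 6.6% in these data, passing the limit was not always enough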;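 further: 100% uses oxytocin at 75 nM as the full agonist control; some results filed as inactive read as strong as hits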
Target sequence (P30559 whole entry, looked up): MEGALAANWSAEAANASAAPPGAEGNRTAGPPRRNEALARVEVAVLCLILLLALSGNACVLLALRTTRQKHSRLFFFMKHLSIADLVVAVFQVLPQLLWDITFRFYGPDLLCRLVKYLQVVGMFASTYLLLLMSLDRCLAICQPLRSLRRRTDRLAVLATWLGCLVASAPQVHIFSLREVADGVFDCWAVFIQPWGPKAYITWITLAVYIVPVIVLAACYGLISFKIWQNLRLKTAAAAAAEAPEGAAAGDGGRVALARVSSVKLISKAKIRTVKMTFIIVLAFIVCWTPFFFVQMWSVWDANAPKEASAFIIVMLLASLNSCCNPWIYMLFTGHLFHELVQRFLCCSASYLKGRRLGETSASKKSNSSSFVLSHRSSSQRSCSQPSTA
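Measured by – Fluo-8 calcium dye fluorescence · Test system – human OTR in CHO cells · Dosing – one concentration, 3.0 µM compound · Controls – EC15 oxytocin alone as 0%, 75 nM oxytocin as 100% · Evaluation – normalized max/min fluorescence ratio, % activation · Timing – 6 min pre-incubation, 100 s read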
M4 antag: antagonists of human muscarinic M4 receptor (CHRM4) | P08173 | CHO-hM4 cells, ACh EC80, Fluo-8 calcium fluorescence | inhibition, % at 3 µM | hit rate 0.73% among 360,000 | AID 624125;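 active means inhibition above its plate's cutoff, the mean inhibition of sample wells plus 3 SD, cut at about 27% in these data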;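 further: 0% = acetylcholine EC80 with DMSO and 100% = DMSO without agonist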
CHRM1 PAM: human CHRM1 positive allosteric modulation. P11229. CHO-K1 hM1, Fluo-8 calcium fluorescence, ACh EC20; 0% = ACh EC20, 100% = maximal ACh. activation, % at 3 µM. hit rate 0.088% among 360,000; in the data active means activation above about 19%, passing the limit was not always enough
CHRM1 antagonist: blocks human M1 muscarinic receptor; CHO-K1 hM1, Fluo-8 calcium fluorescence, ACh EC80 antagonist; inhibition, % at 3 µM; AID 588852; P11229; hit rate 1.3% among 360,000;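 active means percent inhibition above its own plate's cutoff, namely the mean of that plate's compound wells plus 3 SD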;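 further: peak over basal fluorescence ratio during 140 s after agonist addition; 0% = ACh EC80 plus DMSO and 100% = DMSO alone without agonist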
CHO-K1 Ca antag: nonselective inhibitor or artifact in parental CHO-K1 cells; ATP-induced calcium, Fluo-8 fluorescence; inhibition, % at 3 µM; hit rate 0.6% among 360,000; AID 602250;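 active means inhibition above a per-plate cutoff, the plate's mean sample inhibition plus 3 SD, cut at about 24% in these data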;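 further: 0% = DMSO plus EC80 ATP and 100% = DMSO alone without ATP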
CHRM4 agonist: CHRM4 agonism in calcium assay; P08173; CHO-K1 hM4/Gqi5, Fluo-8 calcium fluorescence; vehicle 0%, full acetylcholine response 100%; activation, % at 3 µM; hit rate 0.14% among 360,000; AID 624127;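 active means activation above the run mean over all test wells plus 3 SD, cut at about 32% in these data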;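 further: peak over basal fluorescence ratio per well then scaled between controls; 0% = DMSO wells and 100% = acetylcholine at EC100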
CHO parental Ca: counter-screen for OX1R antagonists: effect in parental CHO cells; AID 463079; hit rate 0.63% among 330,000; inhibition, % at 5.6 µM; parental CHO-K1, ATP-induced calcium, Fluo-8 fluorescence;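 active means inhibition above that plate's mean sample inhibition plus 3 SD, cut at about 26% in these data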;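 further: 0% = ATP-challenged DMSO wells and 100% = DMSO wells without ATP; some compounds past the cut are filed as inactive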
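Test system: parental CHO cells; detection: calcium-sensitive Fluo-8 fluorescence; evaluation: percent inhibition of calcium signal; also added: ATP as calcium-mobilizing challenge; repeats: one well per compound; control set: ATP-challenged DMSO wells low, unchallenged DMSO wells high; compound: single nominal dose of 5.6 µM per compound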
The depositor's hits bear a star; . = no result given. The order is random; about 2.9% have a hit in one of these screens.

No.	Structure	M1 ag	CHRM1 PAM	CHRM4 agonist	M4 antag	CHO parental Ca	CHO-K1 Ca antag	CHRM1 antagonist	M1 ag parental	OXTR potentiate
1	Cc1ccc(-c2c(C#N)c(N)n(-c3ccccc3)c(=O)c2C#N)cc1	0	3	4	-8	3	-11	-6	0.5	-8
2	COc1ccc(S(=O)(=O)Nc2ccc3c(c2)OCCO3)cc1Cl	0	-4	9	8	6	-13	4	3.4	-27
3	COc1cccc(/C=N/NC(=O)c2cc(-c3cccn3C)n[nH]2)c1O	1	-1	7	6	-19	-7	-5	3.4	-7
4	CCCCCCN1C[C@@H](n2cc(C3CC3)nn2)[C@H](O)C[C@@H]1c1ccc(C)cc1	-9	2	0	-7	.	-4	-1	1.3	.
5	CC(=O)c1ccc(NC(=O)Nc2ccc([N+](=O)[O-])cc2C)cc1	0	-7	11	-8	-10	13	11	6.0	-8
6	COc1cccc(S(=O)(=O)N(C)C[C@@H]2OCc3cnnn3CCCC(=O)N([C@H](C)CO)C[C@@H]2C)c1	-3	3	2	-18	.	-24	-7	0.2	.
7	COCCC(=O)N1CCC(Oc2ccc(C(=O)N3CCCCCCC3)cc2)CC1	-2	6	1	6	-9	-2	-7	1.4	-5
8	COCCNc1nc(Nc2ccc(C)cc2C)c2sc(-c3ccccc3)cc2n1	-6	-7	0	-1	.	2	0	-0.1	.
9	C[C@@H]1CN([C@@H](C)CO)C(=O)CCCn2nncc2CO[C@H]1CN(C)C(=O)CCC(F)(F)F	-4	3	0	-7	.	-3	-10	-0.2	.
10	CC(C)C[C@@H]1CN(CCCC[C@H]2CNC(=O)C(=O)N2CCC2CCCCC2)C(=O)C(=O)N1CC1CCCCC1	.	.	1	-2	.	-18	.	0.3	.
11	COc1cccc(/C=N/NC(=O)CSc2ccccc2C)c1OC	-5	1	3	-1	-13	-12	4	1.8	-8
12	O=C(Cc1ccc([N+](=O)[O-])cc1)Nc1cccnc1	-2	6	1	7	5	-14	-11	0.4	2

Some of these compounds in order of the CHRM1 antagonist value, smallest number first:
No.	molecule	CHRM1 PAM	CHRM4 agonist	M4 antag	CHRM1 antagonist
9	C[C@@H]1CN([C@@H](C)CO)C(=O)CCCn2nncc2CO[C@H]1CN(C)C(=O)CCC(F)(F)F	3	0	-7	-10
1	Cc1ccc(-c2c(C#N)c(N)n(-c3ccccc3)c(=O)c2C#N)cc1	3	4	-8	-6
4	CCCCCCN1C[C@@H](n2cc(C3CC3)nn2)[C@H](O)C[C@@H]1c1ccc(C)cc1	2	0	-7	-1

(further entries)
No.	Structure	M1 ag	CHRM1 PAM	CHRM4 agonist	M4 antag	CHO parental Ca	CHO-K1 Ca antag	CHRM1 antagonist	M1 ag parental	OXTR potentiate
13	O=C(Nc1nc(N2C(=O)c3ccccc3C2=O)n(-c2ccccc2)n1)c1ccc(Cl)cc1	-3	0	1	9	13	-9	1	0.2	-8
14	Cc1ccc(-c2noc(N=O)c2NO)cc1	-3	4	0	11	16	3	-3	0.8	-9
15	Cc1cc(/C=C(\C#N)C(=O)NCC2CCCO2)c(C)n1-c1ccc(Cl)cc1 (stereo not given)	-13	-22	2	7	-7	-20	14	0.8	-9
16	COc1ccc(N2CC(C(=O)Nc3cccc(S(=O)(=O)N4CCCC4)c3)CC2=O)c(OC)c1 (stereo not given)	-8	-3	2	-5	-6	-4	15	0.2	-12
17	COc1ccccc1N1C(=O)c2ccccc2NC1C(OC)OC (stereo not given)	0	10	1	7	-11	-5	-14	-0.2	5
18	O=C(NCCNC(=O)c1ccccc1Br)c1ccccc1Br	4	8	2	7	-8	-8	-8	0.6	-2
19	CC1CC(=O)Nc2ccccc2N1S(=O)(=O)c1ccc(C#N)cc1 (stereo not given)	0	14	1	-7	-7	7	-14	-0.1	-3
20	COc1ccccc1/C=C/C(=O)N1CCN(S(=O)(=O)c2cccs2)CC1	-6	3	7	1	-16	-15	-7	3.5	-8
21	Cc1ccc(C)c(NC(=S)NC(NC(=O)OCc2ccccc2)C(Cl)(Cl)Cl)c1 (stereo not given)	-1	7	2	-14	-13	-6	-8	0.9	-19
22	C/C(CC(=O)Nc1ccc(Cl)c(C(F)(F)F)c1)=N\NC(=O)c1cc2ccccc2cc1O	-3	-11	1	7	-9	-9	20	1.8	-5
23	CSCCC(NC(=O)COc1ccccc1)C(=O)OCCOc1ccc(C)cc1 (stereo not given)	-3	12	9	-12	-15	-7	-16	2.1	5
24	COc1ccc(OCC(O)CN(C)C(=O)C(C)Oc2ccccc2)cc1 (stereo not given)	1	13	1	13	-9	-11	-10	1.6	1
25	Cc1oc(=O)c(NC(=O)c2cccc(Cl)c2)cc1C(=O)c1ccccc1	0	10	3	-14	-15	-5	-8	1.5	4
26	Cc1cc(C)nc(NC(=O)Cc2ccc([N+](=O)[O-])cc2)c1	-13	0	-1	-5	-9	-6	2	0.0	-6
27	CCN(Cc1ccccc1)S(=O)(=O)CCNC(=O)c1ccccc1	-2	-1	2	-2	-12	0	6	0.1	-1
28	CCC(CC)C(=O)Nc1ccc(C(=O)c2ccccc2)cc1	-8	-1	0	2	-13	1	7	1.6	3
29	CN1OC[C@@H]2CN(Cc3ccccc3)[C@H](c3cccc(-c4ccc(C#N)cc4)c3)C[C@@H]21	-10	-8	-1	3	.	-11	1	0.7	.
30	O=C(CN1CCCCCC1)N/N=C/c1cccs1	-1	-2	0	-2	-6	-4	2	-0.6	-1
31	CC1=C/C(=N\N=C2\NC(=O)C(CC(=O)Nc3ccccc3F)S2)CC(C)(C)C1 (stereo not given)	-5	-1	1	-5	-9	1	-3	-0.3	-6
32	COc1cccc(NC(=O)CSc2nnc(-c3cc(-c4ccccn4)nc4ccccc34)o2)c1	-3	4	9	-2	-14	-6	-12	3.6	-12
33	CCN(C[C@H]1N[C@@](CC)(C(=O)OC)[C@H]2C(=O)N(Cc3ccccc3)C(=O)[C@@H]12)C(=O)c1ccc(C)cc1	-2	-10	19	4	-19	-2	20	6.1	6
34	COc1ccc(S(=O)(=O)N2CCOCC2)cc1NC(=O)c1ccc(S(=O)(=O)N(C)c2ccccc2OC)cc1	-7	-2	6	-1	.	-1	11	1.2	.
35	NS(=O)(=O)c1ccc(O)c(N2C(=O)c3cccc4c(C(=O)O)ccc(c34)C2=O)c1	-5	-2	0	1	4	2	2	-0.4	-6
36	COCCNc1nnc(SC(C)C(=O)Nc2ccc(-c3nc4ccc(C)cc4s3)cc2)s1 (stereo not given)	7	8	11	-3	-3	2	-1	0.9	-7

Arranged by formula weight (smallest number first): some entries from above.
No.	Structure	M1 ag	CHRM1 PAM	CHRM4 agonist	M4 antag	CHO parental Ca	CHO-K1 Ca antag	CHRM1 antagonist	M1 ag parental	OXTR potentiate
2	COc1ccc(S(=O)(=O)Nc2ccc3c(c2)OCCO3)cc1Cl	0	-4	9	8	6	-13	4	3.4	-27
24	COc1ccc(OCC(O)CN(C)C(=O)C(C)Oc2ccccc2)cc1 (stereo not given)	1	13	1	13	-9	-11	-10	1.6	1
20	COc1ccccc1/C=C/C(=O)N1CCN(S(=O)(=O)c2cccs2)CC1	-6	3	7	1	-16	-15	-7	3.5	-8

Next part
No.	Structure	M1 ag	CHRM1 PAM	CHRM4 agonist	M4 antag	CHO parental Ca	CHO-K1 Ca antag	CHRM1 antagonist	M1 ag parental	OXTR potentiate
37	CCN(CC(=O)NC(C)(C)C)C(=O)c1ccc2c(c1)S(=O)(=O)c1ccccc1C2=O	-3	0	4	3	-24	7	4	1.1	7
38	COc1cccc2c(=O)c(C(=O)O)c[nH]c12	-5	5	0	2	-3	-12	-4	0.8	-4
39	Cc1cc(Cl)ccc1OCC(=O)NCCOC(=O)Nc1sc(=S)n(C)c1C	-6	7	1	1	-2	10	-6	0.0	-10
40	CC1(C)CC(=O)c2c(n(S(=O)(=O)c3ccccc3)c3ccc(NS(=O)(=O)c4ccccc4)cc23)C1	-4	2	-1	7	-10	-10	-4	-0.2	-1
41	Cc1cc([N+](=O)[O-])nn1CC(=O)c1ccccc1	0	9	1	1	-4	-2	-15	1.5	-8
42	CCOc1ccccc1N1CCN(CC(=O)NC(=O)NCc2ccco2)CC1	0	10	3	-9	-4	-16	-12	0.3	0
43	CC(C)CN(C(=O)c1ccc2c(c1)OCCO2)c1c(N)n(Cc2ccccc2)c(=O)[nH]c1=O	0	-3	0	-6	-22	4	17	0.9	-5
44	CC1CCN(S(=O)(=O)c2ccc(C(=O)Nc3ccccc3-c3nc4ccccc4[nH]3)cc2)CC1	-1	0	1	5	-10	-2	-2	0.3	-2
45	Cc1ccc2cc(S(=O)(=O)NCCC(=O)O)ccc2c1	1	12	-1	-14	-5	-22	-3	-0.4	6
46	Cc1ccccc1C(=O)NNC(=O)c1cccc([N+](=O)[O-])c1	-3	6	1	2	-5	-8	0	0.1	-5
47	O=C(CCCNC(=O)c1ccc(Cl)cc1)NCc1ccc(F)cc1	-3	6	1	5	-18	-1	-9	0.6	-12
48	Cn1c(=O)cc(OCC(=O)N2CCN(c3cccc(C(F)(F)F)c3)CC2)c2ccccc21	-2	2	1	-7	-12	-4	2	0.7	-2
49	CN(C)c1ccc(C(CNC(=O)c2ccc(C#N)cc2)c2c[nH]c3ccccc23)cc1 (stereo not given)	-10	-2	0	12	-7	2	-3	0.6	0
50	O=C(N/N=C/C1C(c2ccccc2)C1(Cl)Cl)c1cccc(Br)c1 (stereo not given)	-2	3	-2	-13	-28	1	-8	0.0	-11
51	CCCc1cc(=O)oc2c(C)c(OCC(=O)c3ccc(N4CCCC4)cc3)ccc12	0	8	0	-2	.	9	-11	-0.1	.
52	CCOC(=O)c1c(C)[nH]c(C)c1C(=O)COC(=O)c1ccc(OC)c(OC)c1	-3	4	2	3	-5	4	-3	0.6	-3
